Source: PubChem (several laboratories)
VLA-4 inh: inhibition in a human VLA-4 binding assay | P13612 | VLA-4 expressing cells, ligand binding flow cytometry | inhibition, % (about 7 µM as worked out from the volumes in the protocol) | actives 0.2% (n = 330,000) | AID 2557; in the data active means inhibition above about 50%
core dimer inh: blocks dimerization of HCV core protein; TR-FRET GST/Flag-core106 dimerization, 1536-well; inhibition, % at 5 µM; actives 0.33% (n = 300,000); AID 1899;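 active means inhibition above the mean of all tested compounds plus 3 SD, set per screening campaign, cut at about 45% in these data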
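Assay system – GST-tagged and Flag-tagged HCV core protein residues 1-106 · Quantity – core106 proteins, GST 13.5 nM and Flag 17 nM · Benchmarks – unlabelled core106 and no-GST-core106 wells · Read-out basis – percent inhibition of core106 dimerization signal · Detection – time-resolved FRET, ex 340 nm, em 617 and 671 nm · Schedule – 4 h at 22.5 °C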
PP5 inh: inhibitors of human protein phosphatase 5 (PP5); purified PP5c, OMFP substrate fluorescence; inhibition, % at 6.7 µM; actives 0.18% (n = 320,000); AID 1987;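 active means inhibition above the campaign's mean inhibition across all tested compounds plus 3 SD, cut at about 9.5% in these data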;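 further: 0% = DMSO only and 100% = 100 µM cantharidin control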
GRK2 inh: inhibitors of human GRK2 displacing RNA aptamer. actives 0.59% (n = 330,000). AID 488847. inhibition of aptamer binding, % at 10 µM. bead flow cytometry, FAM-aptamer displacement from GRK2;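 active means inhibition of aptamer binding above 40%, roughly 3 SD of noise, on plates passing a quality check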;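 further: median bead fluorescence of bound FAM aptamer so fluorescent compounds give negative values; no value below 0 was filed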
Target sequence (P25098 whole entry, looked up): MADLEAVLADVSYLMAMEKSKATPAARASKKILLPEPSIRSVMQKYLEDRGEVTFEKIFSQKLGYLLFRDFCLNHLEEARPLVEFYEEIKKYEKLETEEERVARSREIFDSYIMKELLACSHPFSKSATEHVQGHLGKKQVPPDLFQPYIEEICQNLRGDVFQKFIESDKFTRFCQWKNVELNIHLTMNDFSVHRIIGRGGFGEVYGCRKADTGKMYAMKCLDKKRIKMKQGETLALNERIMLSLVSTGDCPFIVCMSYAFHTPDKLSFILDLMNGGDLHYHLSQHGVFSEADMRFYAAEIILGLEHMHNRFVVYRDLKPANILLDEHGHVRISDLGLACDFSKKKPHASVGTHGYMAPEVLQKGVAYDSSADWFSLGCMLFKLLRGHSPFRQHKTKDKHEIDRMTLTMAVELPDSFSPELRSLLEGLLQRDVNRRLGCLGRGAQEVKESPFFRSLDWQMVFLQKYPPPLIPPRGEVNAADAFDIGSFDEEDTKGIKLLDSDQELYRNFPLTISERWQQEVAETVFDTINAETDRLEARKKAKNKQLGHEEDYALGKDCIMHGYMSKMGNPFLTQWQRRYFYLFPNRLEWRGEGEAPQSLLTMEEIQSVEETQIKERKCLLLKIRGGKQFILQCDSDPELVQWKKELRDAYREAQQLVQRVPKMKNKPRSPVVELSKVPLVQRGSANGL
PP1 counter: counter-screen for PP5 inhibitors: inhibitors of human PP1-alpha; inhibition, % at 6.7 µM; purified PP1alpha, OMFP fluorescence; P62136; actives 0.9% (n = 320,000);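 active means inhibition above the mean inhibition of all tested compounds plus 3 SD, computed separately for each screening campaign, cut at about 15% in these data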
proCasp3 act: procaspase-3 (human) activation; P42574; recombinant procaspase-3 D3A, Ac-DEVD-pNA absorbance 405 nm; activation, % at 8.5 µM; actives 0.11% (n = 330,000); AID 463141;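 active means activation above the mean of all tested compounds plus 3 SD, cut at about 21% in these data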;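 further: 0% = DMSO alone and 100% = DMSO wells spiked with extra 5 µM PC-3 D3A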
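Technique: 405 nm absorbance of p-nitroaniline, reads at 0 and 120 min; Test system: Procaspase-3 D3A mutant; Incubation: 1 h enzyme-compound preincubation, then 2 h substrate reaction, 25 °C; Repeats: singlicate, each compound tested once; Benchmarks: low control DMSO wells, high control DMSO plus 5 µM PC-3 D3A.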
CTSL1 counter: cathepsin L1 inhibition, PFM18AAP counter-screen; recombinant F. hepatica cathepsin L1, Z-Leu-Arg-MCA fluorescence; inhibition, % at 5.96 µM; actives 0.49% (n = 300,000);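 active means inhibition above the mean of all tested compounds plus 3 SD, set per screening campaign, cut at about 17% in these data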;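 further: 0% = plate median of test compound wells and 100% = 1 µM Z-Phe-Ala-diazomethylketone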
proCasp7 act: counter-screen for procaspase-3 activators: activators of human procaspase-7; actives 0.093% (n = 330,000); activation, % at 8.5 µM; recombinant procaspase-7, Ac-DEVD-pNA absorbance 405 nm; D23A/D198A/D206A triple mutant, cannot self-cleave; scale: DMSO 0, 5 µM enzyme 100;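 active means percent activation above the screen-wide mean plus 3 SD, cut at about 25% in these data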
Target sequence (P55210 whole entry D23A/D198A/D206A): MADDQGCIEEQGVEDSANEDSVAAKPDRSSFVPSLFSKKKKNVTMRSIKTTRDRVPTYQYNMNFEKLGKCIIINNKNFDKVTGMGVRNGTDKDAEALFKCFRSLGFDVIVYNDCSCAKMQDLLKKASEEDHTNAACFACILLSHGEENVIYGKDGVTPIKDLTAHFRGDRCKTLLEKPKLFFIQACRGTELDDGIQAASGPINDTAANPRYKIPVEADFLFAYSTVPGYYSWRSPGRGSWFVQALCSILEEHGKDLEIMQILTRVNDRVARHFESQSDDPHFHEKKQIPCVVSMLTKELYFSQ
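Assay system: Uncleavable procaspase-7 mutant enzyme | Input: 2 µM procaspase-7 mutant as dispensed | Timing: 1 h compound preincubation, 2 h substrate cleavage, 25 °C | Repeats: One well per compound | Control set: DMSO wells as 0%, DMSO with 5 µM added PC-7 as 100% | Technique: Epi-absorbance of released pNA at 405 nm, two timepoints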
GASC-1 inh: blocks human GASC-1 demethylase activity | Q9H3R0 | GST-JMJD2C(1-420) H3K9me3 demethylation, DELFIA europium | inhibition, % at 2.35 µM | actives 0.069% (n = 330,000) | AID 2099;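 active means more than half of a compound's replicate wells show inhibition beyond 50%, single wells judged on their own value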;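 further: signal counts dimethyl H3K9 product captured on neutravidin plate; 0% = median of DMSO wells and 100% = 0.3 times that DMSO median; strong numbers were not always called active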
Starred values were filed as active, the others as inactive; i = inactive; / = no result given; & = joins results of further samples.

SMILES	VLA-4 inh	core dimer inh	PP5 inh	GRK2 inh	PP1 counter	proCasp3 act	CTSL1 counter	proCasp7 act	GASC-1 inh
COc1cccc(CN(C)C(=O)c2ccc(S(=O)(=O)N3CCCC3)cc2)c1OC	19	-2	1.7	2	-2	-4	-3	4	-1
Cc1ccsc1/C=N/NC(=O)C(O)c1ccccc1 (stereo not drawn)	12	9	0.6	1	-4	9	1	-5	0
O=[n+]1c2c(n([O-])c3cc(Br)ccc31)CCC2	7	14	-1.1	3	0	-12	0	1	5
Cc1ccc(NC(=S)NNC(=O)c2nnn(-c3ccccc3)c2C)cc1	-8	-8	3.6	2	-1	5	0	-10	1
Cc1ccc[n+](CC2OCc3ccccc3CO2)c1	6	1	3.2	0	1	5	1	-4	3
CC(=O)c1cccc(OCCCOc2cccc3cccnc23)c1	4	5	0.7	1	-3	1	0	2	14
CN(CC(=O)Nc1ccccc1Br)C(=O)COc1cccc2c1OC(C)(C)C2	-1	-9	-0.5	1	0	8	-1	-1	-1
CCC1=C(OC(=O)N(CC)CC)N2C(=O)OC(=NCC(=O)OC)[C@]2(Cc2ccccc2)[C@H]2C1=CC[C@H]1C(=O)N(C)C(=O)[C@H]12	5	-13	0.6	2	7	0	6	-5	7
CCc1cc(C(=O)NCC(C)(C)N2CCOCC2)sc1C	7	-2	1.2	0	-3	3	1	4	8
O=C(OC1CCCCC1=O)c1cc(=O)c2ccccc2o1 (stereo not drawn)	7	2	-2.0	3	-2	6	0	-4	0
Cc1ccc2[nH]c(=O)c(CN(CC3COCCO3)C(=O)Nc3ccccc3C)cc2c1 (stereo not drawn)	2	3	2.0	0	-3	-2	1	11	-6
Cc1ccc(-c2[nH]nc3c2C(c2ccc(OC(=O)N4CCOCC4)cc2)C(C#N)=C(N)O3)cc1 (stereo not drawn)	-5	2	0.3	1	-2	-4	-4	2	-21

Profiles from above. Values in the order: VLA-4 inh	core dimer inh	PP5 inh	GRK2 inh	PP1 counter	proCasp3 act	CTSL1 counter	proCasp7 act	GASC-1 inh
CCc1cc(C(=O)NCC(C)(C)N2CCOCC2)sc1C is entered as 7	-2	1.2	0	-3	3	1	4	8
Cc1ccc(-c2[nH]nc3c2C(c2ccc(OC(=O)N4CCOCC4)cc2)C(C#N)=C(N)O3)cc1 (stereo not drawn) is entered as -5	2	0.3	1	-2	-4	-4	2	-21

New compounds follow:
SMILES	VLA-4 inh	core dimer inh	PP5 inh	GRK2 inh	PP1 counter	proCasp3 act	CTSL1 counter	proCasp7 act	GASC-1 inh
CCCC(NC(=O)CNC(=O)C(C)(C)C)C(=O)O (stereo not drawn)	8	2	-1.7	0	-2	0	-1	11	-9
CCCCc1nnc(NC(=O)CN(C)S(=O)(=O)c2ccc(C)cc2)s1	-7	3	1.4	0	0	5	-22	4	-5
NS(=O)(=O)c1ccc(CCN2C(=O)/C(=C\c3ccc(Cl)cc3)SC2=S)cc1	5	9	-1.0	1	2	-10	3	-14	0
COc1ccc2oc(C(=O)N(Cc3ccco3)Cc3cccs3)c(C)c2c1	2	6	-1.2	80*	-2	-13	8	-12	4
Cc1sc(NC(=O)c2ccc(=O)n(C)n2)nc1-c1ccccc1	-7	2	-0.3	0	-2	11	0	2	-6
CCn1c(SC/C=C/c2ccccc2)nnc1-c1cccs1	17	14	1.9	0	-2	7	-4	-4	-2
CC(C)NCC(O)COCCOc1ccc(Cl)cc1 (stereo not drawn)	22	0	1.0	2	-4	1	0	3	33
O=C(Nc1ccc2c(c1)OCO2)C1CCN(S(=O)(=O)c2cccc3cccnc23)CC1	-8	3	-3.1	0	-7	-1	-5	-1	/
CC(=O)c1cccc(NC(=O)N2CCCC2C(=O)NCc2ccccc2)c1 (stereo not drawn)	3	0	-0.9	0	-2	2	8	4	21
COc1cccc(C(=O)/C(C#N)=N/Nc2cccc(-c3ccnc(C)n3)c2)c1	-11	3	2.6	0	1	-7	-3	-5	6
O=C1C(Oc2ccccc2)C(c2cccs2)N1Cc1ccc2c(c1)OCO2 (stereo not drawn)	9	14	5.2	5	13	3	-6	0	-5
Cc1cccc(C)c1NC(=O)CNC(=O)Cc1c[nH]c2ccccc12	-1	-9	-1.2	5	-8	-7	1	-4	-2
COc1ccccc1C(=O)Nc1nnc(S(=O)(=O)N2CCCCC2)s1	10	6	0.4	5	-2	1	-2	-4	-25
COc1cccc(C2NC(=O)NC(C)=C2C(=O)OCC2CCCCC2)c1 (stereo not drawn)	8	15	0.8	2	2	-1	1	-5	-3
CCCOc1ccc2ccccc2c1/C=C1\SC(=O)NC1=O	-3	10	1.2	/	13	-10	1	-11	-29
COc1cc(S(=O)(=O)N2CCOCC2)ccc1NC(=O)COC(=O)c1ccccn1	-1	-5	-0.6	0	-4	-1	-8	0	1&-4
Cc1ccc(N2CC(C(=O)NC(C)CCc3ccccc3)CC2=O)cc1 (stereo not drawn)	20	0	0.4	2	-1	5	0	-3	-3
OCC[C@H]1C[C@H](O)[C@@H](O)[C@@]2(CCCCO2)O1	/	3	1.2	/	4	5	-1	-1	4
O=C(Cc1ccc(F)cc1)Nc1cccc(-c2cn3c(n2)SCC3)c1	-4	1	-0.7	1	1	-5	0	-12	12
O=C(OCC(=O)c1ccc[nH]1)c1ccc(Cl)c(Cl)c1	0	/	/	17	/	-5	/	-5	-2
CCN(CC)CCNC(=O)Cc1nn(CC)c(=O)c2ccccc12	3	0	0.1	1	-1	6	-2	12	3
CN(C)S(=O)(=O)c1ccc(C(=O)NCC2CC2(Cl)Cl)cc1 (stereo not drawn)	31	6	1.1	0	-3	2	-1	8	-14
CCc1nnc(NC(=O)CN2CCN(C(=O)c3ccccc3)CC2)s1	4	3	1.6	2	0	2	-2	2	-6
O=C(Cc1c(F)cccc1Cl)Nc1ccon1	-1	-1	-1.5	0	4	-3	0	4	2
Cc1cc(C)c2nc(C(F)(F)F)c(C#N)c(N)c2c1	6	5	-3.5	0	2	-2	8	-13	1
CCOC(=O)C(=CNCC(=O)O)C(=O)OCC	9	2	3.2	0	-5	-2	-2	4	6
C[C@]12CCC[C@H](O1)c1c(cc3c(c1O)C(=O)c1c(O)cc(O)cc1C3=O)O2	i	-2	1.2	4	-3	11	2	-10	1
O=C(COC(=O)c1ccccc1SCC(=O)NC1CCS(=O)(=O)C1)NC1CCS(=O)(=O)C1 (stereo not drawn)	1	-9	1.8	0	2	-2	-4	-2	-1
CCCCN(C)CCNC(=O)c1ccc(Cn2c(=S)[nH]c3ccc(Br)cc3c2=O)cc1	4	1	1.8	0	0	-1	3	4	2
O=C(CCN1CCc2ccccc2C(O)(c2ccccc2)C1)c1ccc2c(c1)OCCO2 (stereo not drawn)	7	1	-1.6	0	-2	-23	5	-30	-7
COc1ccc(NC(=O)c2cccc(-n3c(C)ccc3C)c2)c(OC)c1	-7	12	0.5	0	-1	4	2	-4	-2
O=C(CNS(=O)(=O)c1cccs1)N1CCN(c2ccccc2F)CC1	-6	-4	2.6	3	4	0	-3	-2	6
Cc1cccc(/C=N\NC(=O)c2ccc(Cl)cc2)c1O	5	8	1.8	0	1	-76	-4	-89	8
COc1ccc(C(=O)CSc2nc3ncccc3[nH]2)cc1OC	8	0	0.0	3	0	3	-1	8	-1
CC1=C(C(=O)N(C)C)C(c2ccc(Cl)c(Cl)c2)NC(=O)N1 (stereo not drawn)	25	-2	3.3	0	1	-9	2	13	-3
CCc1ccccc1NC(=O)[C@@H]1CCC(=O)N1C1OC(=O)c2c1ccc(OC)c2OC (stereo partly drawn)	2	-3	-1.1	0	1	2	0	1	/
Oc1ccc(C[C@@H]2CNC(=S)N2CCCCC2CCCCC2)cc1	-32	0	3.1	0	2	-5	4	4	4
Cn1c(-c2ccccc2)cc2ccccc21	14	4	-1.3	0	-2	-3	3	6	5
Cc1cc(NC(=O)CSc2ccccc2)no1	-9	4	0.7	0	9	-5	4	-6	118
CCOC(=O)c1cccc(NC(=O)c2cccs2)c1	25	-2	0.6	1	-1	-3	-2	-8	12
Cc1cnc(CN(C)C(=O)CC2C(=O)NCCN2CCCc2ccccc2)[nH]1 (stereo not drawn)	10	-5	-2.0	0	-3	-1	2	8	14
Cc1ccccc1Nc1nc(N)nc(COC(=O)c2c(C)noc2C)n1	-7	/	/	3	/	4	/	3	-4
CC(C)(C)n1ncc2c(=O)n(Cc3ccc(Cl)cc3Cl)cnc21	2	7	-0.8	10	0	3	1	11	6
CCCCC(O)(CCCC)C(=O)NN(C(=O)OCC)c1ccccc1	17	-4	0.6	0	-1	0	1	-2	-26
COc1ccc(CN(C)C(=O)Cn2cnc3c(SC)nc(N)nc32)cc1OC	6	/	/	11	/	0	/	0	25
CCOC(=O)N1CCN(S(=O)(=O)c2ccc(C(=O)N(CCCN(C)C)c3nc4ccc(CC)cc4s3)cc2)CC1	2	-9	1.5	0	8	8	-2	8	-10
O=c1oc(-c2ccco2)nc2sc3c(c12)CCCC3	1	10	2.9	1	4	-2	5	-1	-3
COc1ccccc1C(=O)NC1CCN(C(=O)Nc2ccc(F)cc2)CC1	2	-12	0.6	0	0	1	2	-1	4
COC(=O)CNC(c1ccccc1)c1cc(Br)ccc1NC(=O)OCc1ccccc1 (stereo not drawn)	-6	9	2.2	0	2	3	5	-4	0
O=C(NCCN1C(=O)S/C(=C\c2cccnc2)C1=O)C1CC(=O)N(Cc2ccco2)C1 (stereo not drawn)	-10	1	2.9	0	-2	2	3	-11	-4
COc1ccccc1Oc1ncnc2sccc12	-13	0	0.3	0	-3	6	5	4	-13
O=C(Nc1ccc(F)cc1)c1cc(-c2ccncc2)nc2c(Cl)cccc12	-18	-10	-0.8	0	-7	7	-1	1	6
C=CCn1cc(CN2CCC(C(=O)Nc3cccc(-c4cccc(F)c4)c3)CC2)c(C)n1	23	7	1.6	0	-1	-5	1	0	-14
COc1cc(C(=O)OCc2cccc(S(=O)(=O)N3CCOCC3)c2)ccc1OCC(C)C	13	/	0.0	0	7	6	/	10	1
CC(C)(O)C#Cc1ccc(C(=O)N2CCCC(CNS(=O)(=O)c3cccs3)C2)o1 (stereo not drawn)	-113	-16	1.1	0	-1	1	-1	-1	-16
Oc1c(C(c2cccs2)N2CCN(c3ccc(F)cc3)CC2)sc2ncnn12 (stereo not drawn)	-10	-7	1.4	0	1	-9	2	-3	-9
C=CCn1c(SCCOc2ccc(OC)cc2)nnc1C(NC(=O)c1ccc(OC)cc1)C(C)C (stereo not drawn)	-7	3	0.9	0	6	9	2	-1	7

3 entries from above, arranged by length of the SMILES, largest number first.
SMILES	VLA-4 inh	core dimer inh	PP5 inh	GRK2 inh	PP1 counter	proCasp3 act	CTSL1 counter	proCasp7 act	GASC-1 inh
O=C(NCCN1C(=O)S/C(=C\c2cccnc2)C1=O)C1CC(=O)N(Cc2ccco2)C1 (stereo not drawn)	-10	1	2.9	0	-2	2	3	-11	-4
C=CCn1cc(CN2CCC(C(=O)Nc3cccc(-c4cccc(F)c4)c3)CC2)c(C)n1	23	7	1.6	0	-1	-5	1	0	-14
COC(=O)CNC(c1ccccc1)c1cc(Br)ccc1NC(=O)OCc1ccccc1 (stereo not drawn)	-6	9	2.2	0	2	3	5	-4	0
